AMA1 RON2 block = inhibitors of Plasmodium falciparum AMA1-RON2 interaction; AlphaScreen AMA1-biotinylated RON2 peptide binding; Potency, µM (top dose mostly 58.2 µM), inactives show top-dose activity change, negative = inhibition, most hits filed as inhibitors; hit rate 0.2% among 360,000; active means well fitted inhibition curve with a large enough effect; inconclusive means small, poorly fitted or top-dose-only effect; inactive means no such curve, though single readings can be large or run the other way;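 further: potency means the concentration at half of the fitted maximal effect; 0% = vehicle wells and -100% = peptide control; nearly all actives have a fitted effect of over 45% in size; some results filed as inactive show a strong effect at the top dose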
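AMA1 (3D7) with his tag at 25 nM final met compounds first, then biotinylated RON2 peptide at 25 nM; detection used donor plus acceptor beads, 10 µg/mL apiece, read by AlphaScreen after 30 min at room temperature.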
HCMV inh = inhibitors of human cytomegalovirus; activity change, negative = inhibition, % at 57.5 µM; HFF cells, HCMV-luciferase reporter, 72 h; stronger effect = lower value; hit rate 4.5% among 410,000; in the data active means activity change below about -60%; inconclusive means no clear call, values can overlap the other calls; inactive means above about -39%
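Two-dose cell screen: HFF monolayers treated with compounds and infected with luciferase-expressing HCMV at 1 PFU/cell, 72 h at 37C, then lysed for luciferase measurement.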
* hit, by the source's call; ? = inconclusive; [ ] = another dose, or the depositor's remark. Unless noted, on the % scale 0 is the no-effect control and ±100 the full control effect.

cpd	Compound	AMA1 RON2 block	HCMV inh
1	CCn1c(=S)[nH]c2c(=O)n(C)c(=O)n(C)c21	17%	8
2	COc1ccc(C(=O)Nc2ccc(C)c(S(=O)(=O)N3CCOCC3)c2)cc1S(=O)(=O)N1CCCC1	-1%	-25
3	OC(c1ccccc1)c1ncc(-c2ccccc2Cl)[nH]1 (stereo not given)	-20%	66
4	Nc1nc(NCc2cccs2)nn1-c1ccccc1	-6%	33
5	CC1(C(=O)NS(=O)(=O)C2CC2)CCCN(C(=O)COCc2ccccc2)C1 (stereo not given)	7%	24
6	CC1CCCN(C(=O)c2ccc(S(=O)(=O)N3CCC(c4nc5ccccc5s4)CC3)cc2)C1 (stereo not given)	4%	?
7	Cc1cc(C)cc(CC(=O)N2CCC2(C)C(=O)NS(=O)(=O)c2ccc(Br)cc2)c1 (stereo not given)	-10%	30
8	Cc1cn([C@H]2C[C@H](O)[C@@H](CNC(=O)CNC(=O)CN)O2)c(=O)[nH]c1=O	59%[activator]	-10
9	CC(C)(C)OC(=O)N1C(=O)[C@](OC(=O)c2ccccc2)(c2ccc(F)cc2)c2ccccc21	-15%	-18
10	CCC1(CC)C(=O)NC(=S)N=C1N	3%	-7
11	CCc1nc2c(OCc3ccc(F)c(F)c3)cccn2c1N(C)C(=O)c1ccc(OC)cc1	0%	17
12	COC(=O)C1CN(Cc2ccccc2)C(=O)C1=O (stereo not given)	4%	17
13	O=C1C(Cl)=C(NCc2ccco2)C(=O)c2ccccc21	-7%	-86*
14	Cn1c(O)c(N=NC(=O)Cc2c[nH]c3ccccc23)c2ccccc21	-9%	35
15	CSCCC(NC(=O)COc1ccccc1)C(=O)N(C)Cc1c(F)cccc1Cl (stereo not given)	-9%	-35
16	CCc1cccc(CC)c1NC(=O)c1ccc(-c2cc(Cl)ccc2Cl)o1	-1%	-15
17	CC(C)(C)c1ccc(S(=O)(=O)NC(=O)C2(C)CCN2C(=O)Cc2ccc(-c3ccccc3)cc2)cc1 (stereo not given)	3%	-4
18	CCCN1CCC(C(=O)NC(c2ccc(Cl)cc2)c2ccsc2)CC1 (stereo not given)	-20%	8
19	C=CCNC(=O)c1c(CSc2ccc(Cl)cc2)noc1C(=O)NCCC	0%	-21
20	COc1cccc(CNc2nc3cc(-c4ccc(OC)c(OC)c4)sc3c(=O)n2C)c1	5%	21
21	COc1cc(CCC(=O)NCCc2ccc(F)cc2)cc(OC)c1OC	0%	-28
22	COc1ccc([C@H]2C[C@@H](n3cc(-c4ccc(F)cc4)nn3)[C@H](O)CN2Cc2cccs2)cc1	1%	-21
23	CCN(CC)C(=O)Cn1cc([N+](=O)[O-])cc1[N+](=O)[O-]	-4%	-22
24	CC(C)CNc1ncnc2c1ncn2[C@H]1CN(Cc2ccc(Cl)cc2)C[C@@H](CO)O1	-4%	-30
25	O=C(c1ccc(C(F)(F)F)cc1)N1CCC(=O)N([C@H](COCc2ccccc2)Cc2ccccc2)CC1	-5%	-6
26	Cn1c(NCc2cccnc2)nc2cc(-c3ccc(F)cc3)sc2c1=O	-1%	-27
27	COC(=O)c1cc(N/C(N)=N/c2nc(C)cc(C)n2)cc(C(=O)OC)c1	0%	13
28	COCCNC(=O)C1CCCN(C(=O)C2(c3ccc(Cl)cc3)CCCC2)CC1 (stereo not given)	1%	5
29	CC1(C(=O)Nc2cnc3ccccc3c2)CCN1Cc1ccc(-c2ccccc2)o1 (stereo not given)	8%	?
30	Cc1nc2c(c(C)nn2-c2ccccc2)c(C)c1C	2%	26
31	Cn1c(=O)c2c(nc(CCC3CCCC3)n2C)n(C)c1=O	-6%	-14
32	O=C(NCc1ccncc1)[C@@H]1CCCN1C(=O)[C@H]1CCCN1	5%	29

Some of these compounds in order of SMILES length, ascending.
cpd	Compound	AMA1 RON2 block	HCMV inh
30	Cc1nc2c(c(C)nn2-c2ccccc2)c(C)c1C	2%	26
26	Cn1c(NCc2cccnc2)nc2cc(-c3ccc(F)cc3)sc2c1=O	-1%	-27
28	COCCNC(=O)C1CCCN(C(=O)C2(c3ccc(Cl)cc3)CCCC2)CC1 (stereo not given)	1%	5

(more compounds)
cpd	Compound	AMA1 RON2 block	HCMV inh
33	NC(Cc1ccccc1)c1csc(NC(=O)c2cccc(OC(F)(F)F)c2)n1 (stereo not given)	101%[activator]	-101*
34	CCCCc1c(-c2ccccc2)ncn1CCc1ccccc1OC	-24%	-75*
35	Cn1c(SCc2ccccc2)nc(N)c(N=O)c1=O	1%	112
36	Cc1ccsc1/C=C1\Oc2cc(O)ccc2C1=O	0%	41
37	Cc1ccc(C)c(CC(=O)N2CCCCC2c2cc(C(=O)Nc3cccc(C#N)c3)no2)c1 (stereo not given)	4%	-27
38	CC(=O)Nc1ccc(-c2ccnc3c2CC(C(=O)Nc2cccc(C(C)=O)c2)O3)cc1 (stereo not given)	3%	19
39	O=C(OCc1ccccc1)N1CCC2CC1c1ccc(Cl)cc12 (stereo not given)	14%	-7
40	COc1cccc(NC(=O)N(C)C[C@H]2OCc3cnnn3CCCC(=O)N([C@H](C)CO)C[C@@H]2C)c1	3%	-17
41	CCc1nc2ccc(C(=O)NCc3ccccc3OC)cn2c1N(C=O)CCC(C)C	-2%	-21
42	COc1cccc(-c2cccc(NC(=O)C3CCN(CCCn4cccn4)CC3)c2)c1	11%	-31
43	O=C(CSc1ncn[nH]1)N/N=C/c1ccc(F)cc1	0%	6
44	Nc1ccc(Cc2ccc(N)cc2)cc1	-18%	3
45	C[C@H]1CN([C@@H](C)CO)C(=O)CCCn2cc(nn2)CO[C@@H]1CN(C)C(=O)c1cc(-c2ccccc2)on1	-4%	9
46	CC1(C(=O)NS(=O)(=O)c2cccs2)CCN1C(=O)C1CC1 (stereo not given)	0%	-33
47	CC(=O)Nc1cccc(-c2ccnc3c2CC(C(=O)Nc2ccccc2)O3)c1 (stereo not given)	-2%	7
48	COc1ccccc1CN1CC(C(=O)NCCCCc2ccccn2)CCC1=O (stereo not given)	15%	-7
49	Cc1cc(Cl)ccc1NC(=S)NCCc1ccc(S(N)(=O)=O)cc1	2%	13
50	Cc1cc(C)nc(NS(=O)(=O)c2ccc(NC(=O)CCC(=O)O)cc2)n1	8%	48
51	O=C(NCC1CCCCC1)c1ccc2nc([C@@H]3O[C@H](CO)[C@H](O)[C@H](O)[C@H]3O)[nH]c2c1	0%	-19
52	CC(CCc1ccccc1)NC(=O)C1CC1 (stereo not given)	5%	18
53	C[C@@H]1CN([C@H](C)CO)S(=O)(=O)c2ccc(C#C[C@@H](C)O)cc2O[C@@H]1CN(C)Cc1ccc(-c2ccccc2)cc1	-21%	-23
54	Cc1ccc(S(=O)(=O)Oc2ccccc2)cc1	17%	-5
55	CCOc1ccc(NC(=O)CN(C)C(=O)C2CCN(C(=O)Nc3ccccc3)CC2)cc1OCC	11%	-3
56	Cc1ccc([C@H]2C[C@@H](O)[C@H](n3cc(C4CC4)nn3)CN2Cc2cccs2)cc1	1%	-13

18 entries from above, arranged by count of non-hydrogen atoms, ascending:
cpd	Compound	AMA1 RON2 block	HCMV inh
44	Nc1ccc(Cc2ccc(N)cc2)cc1	-18%	3
52	CC(CCc1ccccc1)NC(=O)C1CC1 (stereo not given)	5%	18
54	Cc1ccc(S(=O)(=O)Oc2ccccc2)cc1	17%	-5
36	Cc1ccsc1/C=C1\Oc2cc(O)ccc2C1=O	0%	41
35	Cn1c(SCc2ccccc2)nc(N)c(N=O)c1=O	1%	112
46	CC1(C(=O)NS(=O)(=O)c2cccs2)CCN1C(=O)C1CC1 (stereo not given)	0%	-33
39	O=C(OCc1ccccc1)N1CCC2CC1c1ccc(Cl)cc12 (stereo not given)	14%	-7
49	Cc1cc(Cl)ccc1NC(=S)NCCc1ccc(S(N)(=O)=O)cc1	2%	13
34	CCCCc1c(-c2ccccc2)ncn1CCc1ccccc1OC	-24%	-75*
50	Cc1cc(C)nc(NS(=O)(=O)c2ccc(NC(=O)CCC(=O)O)cc2)n1	8%	48
56	Cc1ccc([C@H]2C[C@@H](O)[C@H](n3cc(C4CC4)nn3)CN2Cc2cccs2)cc1	1%	-13
48	COc1ccccc1CN1CC(C(=O)NCCCCc2ccccn2)CCC1=O (stereo not given)	15%	-7
51	O=C(NCC1CCCCC1)c1ccc2nc([C@@H]3O[C@H](CO)[C@H](O)[C@H](O)[C@H]3O)[nH]c2c1	0%	-19
42	COc1cccc(-c2cccc(NC(=O)C3CCN(CCCn4cccn4)CC3)c2)c1	11%	-31
37	Cc1ccc(C)c(CC(=O)N2CCCCC2c2cc(C(=O)Nc3cccc(C#N)c3)no2)c1 (stereo not given)	4%	-27
40	COc1cccc(NC(=O)N(C)C[C@H]2OCc3cnnn3CCCC(=O)N([C@H](C)CO)C[C@@H]2C)c1	3%	-17
45	C[C@H]1CN([C@@H](C)CO)C(=O)CCCn2cc(nn2)CO[C@@H]1CN(C)C(=O)c1cc(-c2ccccc2)on1	-4%	9
53	C[C@@H]1CN([C@H](C)CO)S(=O)(=O)c2ccc(C#C[C@@H](C)O)cc2O[C@@H]1CN(C)Cc1ccc(-c2ccccc2)cc1	-21%	-23

Continued.
cpd	Compound	AMA1 RON2 block	HCMV inh
57	COc1ccccc1C(=O)N1CCN(c2nc3cc(C)cc(C)c3cc2C#N)CC1	-1%	-19
58	COc1ccccc1NC(=O)N(C)C[C@@H]1OCc2cnnn2CCCC(=O)N([C@@H](C)CO)C[C@H]1C	-1%	25
59	C[C@@H]1CN([C@H](C)CO)C(=O)CCCn2cc(nn2)CO[C@H]1CN(C)C(=O)c1ccncc1	11%	10
60	N#Cc1ccsc1NC(=O)c1ccc2ncsc2c1	-16%	39
61	CN(C)CCN1CCN(C2CN(CCc3ccccc3)S(=O)(=O)C2)CC1 (stereo not given)	6%	-8
62	CCN(C(=O)CSc1nnc(-c2ccccc2OC)n1N)c1c(N)n(Cc2ccccc2)c(=O)[nH]c1=O	-12%	5
63	O=C1CCCCCCCN1Cc1ccccc1	-3%	1
64	Nc1sc(-c2ccccc2)cc1C(=O)NCCN1CCOCC1	-6%	8
65	N#CC1=C(N)Oc2cc(N)ccc2C1c1ccccc1 (stereo not given)	-2%	26
66	C[C@H](CO)N1C[C@H](C)[C@@H](CN(C)Cc2cccnc2)Oc2ncc(-c3cccc(C#N)c3)cc2C1=O	8%	14
67	COc1cccc(N2CCN(C(=O)c3cccc(S(=O)(=O)N4CCCC4)c3)CC2)c1	-2%	-10
68	COC(=O)C[C@H]1C[C@@H]2c3cc(N(C)C)ccc3O[C@@H]2[C@H](CO)O1	11%	1
69	O=C(OCC(O)C(O)C(O)COC(=O)c1ccccc1)c1ccccc1 (stereo not given)	19%	-15
70	CCCCNC(=O)C1(C)CCN1C(=O)c1cc(F)ccc1C (stereo not given)	15%	-28
71	CO[C@@H]1CN(C)C(=O)c2cc(NC(=O)NC3CCCCC3)ccc2OC[C@@H](C)N(CCc2ccccc2)C[C@@H]1C	-10%	12
72	Cc1ccc([C@H]2C[C@@H](n3cc(COC(=O)c4ccccc4)nn3)[C@H](O)CN2C(=O)C2CCCCC2)cc1	0%	11
73	COc1cc(O)c(C(=O)CC(=O)c2ccncc2)c(OC)c1	28%	-22
74	C[C@@H]1CN([C@@H](C)CO)C(=O)CCCn2nncc2CO[C@H]1CN(C)S(=O)(=O)c1cccc(C#N)c1	-3%	3
75	CCCN1C[C@@H](C)[C@@H](OC)CN(C)C(=O)c2ccc(NC(=O)c3cccc(F)c3)cc2OC[C@H]1C	-2%	-38
76	COc1ccc(OCCN2CCC(C(=O)NC(c3ccccn3)c3ccccc3OC)CC2)cc1 (stereo not given)	4%	1
77	C=C[C@H]1C(C(=O)OCC)=CC[C@@H](c2ccccc2)N1S(=O)(=O)c1ccc(C)cc1	40%[activator]	-15
78	CC(=O)Nc1ccccc1C(=O)C(=O)Nc1cccc(F)c1	-10%	63
79	S=C(Nc1ccccc1)N1CCN(c2ccccc2)CC1	-11%	13
80	C#CCNC(=O)C[C@@H]1C[C@@]2(C(=O)OC)CC(C)(C)CC=C2N(Cc2ccco2)C1=O	-4%	4
81	Cc1ccc(-c2nc3ccc(Cl)cn3c2Cc2ccccc2C(F)(F)F)cc1	0%	58

Some of the compounds tested; the hit share may differ from the screen's.
